Tb PYK inh – qHTS of Trypanosoma Brucei Inhibitors. pyruvate kinase (Trypanosoma brucei), Q57TT1. actives 0.12% (n = 410,000). Potency, µM (titrated, usually from 76.8 µM), without a hit: at the top dose activity, negative = inhibition, usual class: inhibitors. TbPYK enzyme, Kinase-Glo Plus ATP luminescence, 45 min; note: potency is the fitted concentration of half-maximal effect; % is set by controls: 0 for no effect and ±100 for the full control effect; nearly all actives have a fitted effect of over 50% in size
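Readout: single end-point luminescence (Kinase-Glo Plus, 10 min). Reaction conditions were TbPYK/substrate plus 130 uM ADP, 45 min at RT, pH 7.2 TEA buffer. No-enzyme wells served as controls, and data were normalized before concentration-response fitting.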
Cycloheximide cs – Cycloheximide Counterscreen for Small Molecule Inhibitors of Shiga Toxin. cell reporter, cycloheximide protein synthesis inhibition counterscreen. AID 2314, 2010. actives 12% (n = 300,000). max response, %; in the data active = max response mostly above about 13%, no sharp cut-off; inactive = mostly below about 14%; note: read at 38.3 µM for the half of the compounds with a filed dose; 0% is about no effect
LmPK inh – qHTS Assay for Inhibitors of Leishmania Mexicana Pyruvate Kinase (LmPK); purified LmPK, Kinase-Glo ATP luminescence, 1 h; Potency, µM (doses to about 57.5 µM), for the others: top-dose activity change, negative = inhibition, usual class: inhibitors; actives 0.37% (n = 290,000); note: potency is the fitted concentration of half-maximal effect; % is set by controls: 0 for no effect and ±100 for the full control effect
Target sequence (Q27686 whole entry, looked up): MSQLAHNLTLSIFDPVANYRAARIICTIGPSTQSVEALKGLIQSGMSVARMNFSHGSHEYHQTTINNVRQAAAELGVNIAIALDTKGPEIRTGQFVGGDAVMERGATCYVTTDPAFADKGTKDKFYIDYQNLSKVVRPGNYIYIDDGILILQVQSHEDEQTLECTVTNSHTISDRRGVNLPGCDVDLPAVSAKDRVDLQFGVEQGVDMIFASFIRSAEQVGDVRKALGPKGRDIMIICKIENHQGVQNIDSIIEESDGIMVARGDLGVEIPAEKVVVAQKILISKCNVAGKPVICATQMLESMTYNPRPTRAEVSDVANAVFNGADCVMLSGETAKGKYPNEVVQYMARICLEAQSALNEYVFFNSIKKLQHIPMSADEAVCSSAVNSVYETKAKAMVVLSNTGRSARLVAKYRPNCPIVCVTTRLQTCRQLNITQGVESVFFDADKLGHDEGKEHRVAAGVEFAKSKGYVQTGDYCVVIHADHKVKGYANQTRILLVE
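Screened at intermediate enzyme activity to detect both inhibitors and activators: LmPK at 0.1 nM, with a 0.5 nM enzyme column as activation reference. PEP 0.5 mM, ADP 0.1 mM; ATP detected by luminescence after 1 h.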
Pf growth 96h – Primary qHTS for delayed death inhibitors of the malarial parasite plastid, 96 hour incubation | P. falciparum luciferase reporter growth, 96 h | actives 6.9% (n = 320,000) | Potency, µM (titrated, usually from 28.7 µM), without a hit: at the top dose activity change, negative = inhibition, most hits filed as inhibitors | AID 504834, 2011; note: potency is the fitted concentration of half-maximal effect; % is set by controls: 0 for no effect and ±100 for the full control effect
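P. falciparum expressing integrated firefly luciferase grown in erythrocytes (2% hematocrit, 0.05% parasitemia final) with compounds for 96 hours at 37 C, 5% CO2. Growth inhibition read as loss of luminescence after adding luciferase detection reagent.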
Shiga toxin inh – A qHTS for Small Molecule Inhibitors of Shiga Toxin | Vero cells, Shiga toxin protein synthesis inhibition reporter | inhibition, % at 38.7 µM | actives 9.2% (n = 290,000) | AID 2315, 2010; in the data active = inhibition mostly above about 28%, no sharp cut-off; inactive = mostly below about 43%; note: 0% is about no effect
AMA1 RON2 block – qHTS for Inhibitors of AMA1-RON; Towards Development of Antimalarial Drug Lead: Primary Screen. AlphaScreen AMA1-biotinylated RON2 peptide binding. actives 0.2% (n = 360,000). Potency, µM (highest dose often 58.2 µM), inactives show at the top dose activity change, negative = inhibition, most hits filed as inhibitors;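 note: potency is the fitted concentration of half-maximal effect; 0% = vehicle wells and -100% = peptide control; nearly all actives have a fitted effect of over 45% in size; some results filed as inactive show a strong effect at the top dose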
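AMA1 (3D7) with his tag at 25 nM final met compounds first, then biotinylated RON2 peptide at 25 nM; detection used donor plus acceptor beads, 10 µg/mL apiece, read by AlphaScreen after 30 min at room temperature.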
Pf growth 48h – Primary qHTS for delayed death inhibitors of the malarial parasite plastid, 48 hour incubation. P. falciparum luciferase growth in erythrocytes, 48 h. Potency, µM (top dose mostly 28.7 µM), inactives show at the top dose activity change, negative = inhibition, most hits filed as inhibitors. actives 5.9% (n = 310,000). AID 504832, 2011; note: potency is the fitted concentration of half-maximal effect; % is set by controls: 0 for no effect and ±100 for the full control effect
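Cell-based growth assay: transgenic P. falciparum expressing firefly luciferase, cultured in red cells within RPMI 1640 containing 0.5% w/v Albumax, 24 mM bicarbonate and gentamycin. A drop in luciferase activity indicates inhibition.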
* = called active by the depositor; ? = inconclusive; . = not tested or not shown; & = joins results of further samples; [ ] = dose if it differs, or a comment. Unless noted, calls come from the whole dose curve; as a rule, active = well fitted curve in the direction sought with a large enough effect; inconclusive = small, poorly fitted or top-dose-only effect, or another doubt; inactive = no such curve, though single readings can be large; an effect the other way counts as inactive or inconclusive.

Keys: A = Tb PYK inh; B = Cycloheximide cs; C = LmPK inh; D = Pf growth 96h; E = Shiga toxin inh; F = AMA1 RON2 block; G = Pf growth 48h
1	C=CCSc1nnc(NC(=O)c2ccc(S(=O)(=O)NCC3CCCO3)cc2)s1 (centres undefined)
  A = -0.1%; B = -0.5; C = -6.7%; D = ?; E = -22.9; F = -0.7%; G = -8.7%

2	O=C(CSc1nnc(Cc2ccccc2)o1)NCc1ccc2c(c1)OCO2
  A = 2.0%; B = 5.1; C = -0.9%; D = -0.7%; E = -8.6; F = 2.9%; G = -7.9%

3	COc1ccc(S(=O)(=O)NC(C)C(=O)NCc2ccncc2)cc1Cl (centres undefined)
  A = -0.6%; B = -5.0; C = 1.2%; D = -22.5%; E = -1.7; F = -3.0%; G = 0.8%

4	O=C(COC(=O)c1sc2ccccc2c1Cl)Nc1ncc(Cl)cc1Cl
  A = -8.2%; B = -0.8; C = 0.1%; D = 69.3%[activator]; E = -4.4; F = 3.8%; G = 17.6%

5	N#Cc1cccc(Cn2cc(C(F)(F)F)ccc2=O)c1
  A = 3.8%; B = -1.4; C = 0.7%; D = -17.9%; E = -6.8; F = 7.5%; G = 1.5%

6	COCCN1C(=O)C(O)=C(C(=O)c2ccco2)C1c1cccc(Oc2ccccc2)c1 (centres undefined)
  A = 0.6%; B = 2.6; C = -2.7%; D = 115.9%[activator]; E = -12.3; F = 42.0%[activator]; G = 30.4%[activator]

7	O=C(Nc1cccc(NC(=O)C2C3CC4OC(=O)C2C4C3)c1)c1ccccc1 (centres undefined)
  A = 6.8%; B = -1.9; C = 2.5%; D = 0.7%; E = -3.1; F = -0.4%; G = ?

8	COc1ccc(NS(=O)(=O)c2c(C(=O)N3CCCCCC3)c(C)n(C)c2C)cc1
  A = -3.0%; B = -1.2; C = -0.2%; D = 27.7%; E = -9.1; F = -4.7%; G = 3.6%

9	C(=C\c1nc(N2CCCC2)c2ccccc2n1)/c1ccccc1
  A = 0.5%; B = 0.5; C = -4.2%; D = 0.0%; E = -2.7; F = -19.9%; G = 31.2%[activator]

10	O=C(NC1CCCCCC1)c1ccc([N+](=O)[O-])s1
  A = 4.4%; B = .; C = .; D = 9.28µM*; E = .; F = -2.1%; G = ?

11	Cc1cccc(C(=O)Oc2ccc(/C=N/NC(=O)c3cc(O)cc(O)c3)cc2)c1
  A = -11.9%; B = 11.8; C = 20.7%; D = 38.3%[activator]; E = 1.4; F = ?; G = ?

12	COc1ccccc1OCC(=O)Nc1ccc(S(=O)(=O)Nc2onc(C)c2C)cc1
  A = -2.2%; B = -3.7; C = -2.0%; D = 23.8%; E = 7.5; F = -3.8%; G = 2.2%

13	Cc1cccc(N2CCN(C(=O)Cc3ccc(-n4c(=O)[nH]c5ccsc5c4=O)cc3)CC2)c1C
  A = 1.6%; B = -1.2; C = -1.8%; D = -6.6%; E = -1.8; F = -9.0%; G = 0.7%

14	CN(Cc1ccccc1F)C(=O)c1ccc2c(=O)n3c(nc2c1)CCC3
  A = -2.5%; B = .; C = .; D = -1.4%; E = .; F = -14.8%; G = ?

15	O=C1c2cccnc2C(=O)N1CNc1ccc(Cl)cc1
  A = 2.6%; B = -0.5; C = 1.7%; D = 7.1%; E = 14.1; F = 16.1%; G = 39.0%[activator]

16	Cn1c(N)c(C(=O)CSc2nc(N)cc(N)n2)c(=O)n(C)c1=O
  A = -5.5%; B = -2.3; C = 2.5%; D = 15.4%; E = 24.7; F = 2.9%; G = 15.5%

17	CCCc1cc2c(=O)c(-c3ccccn3)coc2cc1OC
  A = -3.2%; B = 44.5*; C = 0.6%; D = 16.4%; E = 90.1*; F = 1.3%; G = 135.9%[activator]

18	COc1ccc2cc(-c3cc(C(=O)OCC(=O)NC4CCS(=O)(=O)C4)c4ccccc4n3)ccc2c1 (centres undefined)
  A = 1.9%; B = 26.1*; C = -11.1%; D = 45.4%[activator]; E = 30.5; F = 13.7%[11.6 µM]; G = 67.5%[activator]

19	CC(C)(C)c1ccc(-c2nc3[nH]c(=O)cc(NC(=O)c4ccco4)n3n2)cc1
  A = 2.4%; B = 17.5; C = 9.0%; D = 4.15µM*; E = 15.3; F = 7.6%; G = 10.4µM*

20	Cc1c(C(c2ccc([N+](=O)[O-])cc2)c2c(C)n(C)n(-c3ccccc3)c2=O)c(=O)n(-c2ccccc2)n1C
  A = -9.7%; B = 2.7; C = 0.5%; D = ?; E = 25.6; F = -5.7%; G = ?

21	COc1cccc(OC)c1C(=O)NC(=O)NNc1cc(C(F)(F)F)cc(C)n1
  A = 2.0%; B = -3.0; C = -4.0%; D = 32.9%[activator]; E = 6.7; F = 85.3%[activator]; G = 8.4%

22	O=C(NC1CCCCCC1)C1CCCN(S(=O)(=O)c2cnc[nH]2)C1 (centres undefined)
  A = 0.0%; B = -9.8; C = 1.7%; D = ?; E = -16.4; F = 15.9%; G = .

23	C[C@@H]1CN(C2CCN(Cc3nc(CC4CC4)no3)CC2)C[C@H](C)O1
  A = -5.2%; B = -1.4; C = -2.2%; D = ?; E = -1.7; F = 0.9%; G = -2.8%

24	COc1cc(/C=C/C(=O)OCC(=O)Nc2ccc(Cl)cn2)ccc1O
  A = 3.0%; B = .; C = .; D = ?; E = .; F = -5.3%; G = ?

25	CCOC(=O)CC(NC(=O)c1ccco1)c1ccc(OC)cc1 (centres undefined)
  A = -11.7%; B = 1.8; C = -4.5%; D = 273.3%[activator]; E = 21.3; F = 12.0%; G = -11.4%

Grouped by structure, those above containing a CF3 group
Keys: A = Tb PYK inh; B = Cycloheximide cs; C = LmPK inh; D = Pf growth 96h; E = Shiga toxin inh; F = AMA1 RON2 block; G = Pf growth 48h
5	N#Cc1cccc(Cn2cc(C(F)(F)F)ccc2=O)c1
  A = 3.8%; B = -1.4; C = 0.7%; D = -17.9%; E = -6.8; F = 7.5%; G = 1.5%

21	COc1cccc(OC)c1C(=O)NC(=O)NNc1cc(C(F)(F)F)cc(C)n1
  A = 2.0%; B = -3.0; C = -4.0%; D = 32.9%[activator]; E = 6.7; F = 85.3%[activator]; G = 8.4%

Other entries
Keys: A = Tb PYK inh; B = Cycloheximide cs; C = LmPK inh; D = Pf growth 96h; E = Shiga toxin inh; F = AMA1 RON2 block; G = Pf growth 48h
26	COC(=O)c1c(NC(=O)c2c(OC)cccc2OC)sc2c1C(C(=O)OC)CC2 (centres undefined)
  A = 1.2%; B = 0.8; C = -1.1%; D = 15.4%; E = 4.0; F = -0.8%; G = ?

27	CCN(CC(=O)Nc1cc(Cl)ccc1C)C(=O)c1nc2nc(C)cc(C)n2n1
  A = -8.3%; B = .; C = .; D = -20.7%; E = .; F = 0.0%; G = -1.4%

28	CCCCN(C(=O)CSc1c(C)c(C)cc(C)c1C)c1c(N)n(CCC)c(=O)[nH]c1=O
  A = -4.0%; B = .; C = .; D = ?; E = .; F = -3.1%; G = ?

29	CC(NC(=O)c1ccc(F)cc1)C(c1cccs1)N1CCN(C)CC1 (centres undefined)
  A = -0.1%; B = -3.2; C = 2.2%; D = 1.2%; E = -7.0; F = -0.2%; G = -14.5%

30	O=C(NCc1ccc2c(c1)OCO2)C1CCC(CNS(=O)(=O)c2ccccc2)CC1 (centres undefined)
  A = 2.6%; B = 0.3; C = 3.3%; D = -4.2%; E = 2.4; F = -2.3%; G = ?

31	Cc1ccc(C)c(C(=O)COC(=O)CCCC(=O)Nc2cc(C(F)(F)F)ccc2Cl)c1
  A = -6.4%&-4.4%; B = 8.5; C = -3.3%; D = 9.1%; E = 11.3; F = 3.4%; G = 8.3%

32	COc1cc(/C=C2/C(=N)N3C(=NC2=O)SN=C3S(C)(=O)=O)ccc1OS(=O)(=O)c1ccc(C)cc1
  A = 2.2%; B = 5.1; C = -0.2%; D = 44.4%[activator]; E = -2.3; F = 17.3%; G = ?

33	Cc1ccc(S(=O)(=O)Nc2c(C(=O)O)[nH]c3ccccc23)c(C)c1
  A = -18.6%; B = -1.0; C = -2.4%; D = 30.1%; E = 9.5; F = -5.9%; G = 15.5%

34	Cc1sc(NC(=O)C2CCCO2)c(C(N)=O)c1C (centres undefined)
  A = -16.1%; B = 14.6; C = -1.4%; D = -18.3%; E = -21.8; F = 0.1%; G = 31.5%[activator]

35	CCN(CC)CCC(=O)N1c2ccccc2Sc2ccc(C(F)(F)F)cc21
  A = 0.2%; B = .; C = .; D = -85.2%; E = .; F = .; G = -44.5%

36	CCCCc1c(O)nc(SCC(=O)N2CCCCC2)[nH]c1=O
  A = 2.1%; B = 16.7*; C = 1.0%; D = 37.2%[activator]; E = 65.3; F = 17.3%; G = 21.9%

37	C/C(=N\NC(=O)c1ccccc1Cl)c1c(O)n(C2CCCCC2)c(=O)[nH]c1=O
  A = -1.7%; B = 32.4*; C = -8.1%; D = -4.1%; E = 35.1*; F = 96.2%[activator]; G = -2.4%

38	CCOC(=O)c1[nH]c2ccc(C(=O)OC)cc2c1C(=O)OCC
  A = 6.2%; B = -1.5; C = -4.2%; D = 13.7%; E = -1.4; F = -11.6%; G = -10.1%

39	Cc1cc(C)n2nc(SCC3COc4ccccc4O3)nc2n1 (centres undefined)
  A = -10.6%; B = 51.3*; C = -3.1%; D = 107.8%[activator]; E = 88.7*; F = -5.9%; G = 12.7%

40	N=c1sccn1CC(=O)Nc1cc(Cl)ccc1Oc1ccccc1
  A = 4.2%; B = -5.6; C = -0.7%; D = .; E = -3.6; F = -18.0%; G = ?

41	COc1cc(/C=C2\C(=N)N3N=C(S(=O)(=O)CC(C)C)SC3=NC2=O)ccc1OC(=O)c1ccco1
  A = .; B = -0.7; C = 9.6%; D = ?; E = -5.2; F = .; G = -13.1%

42	O=C(c1cc(-c2ccc(Br)cc2)on1)N1CCc2ccccc2C1
  A = 3.1%; B = 1.1; C = -0.7%; D = 58.7%[activator]; E = 0.5; F = -10.6%; G = 11.0%

43	CC1CCN(c2ccc3nnc(CCC(=O)Nc4cc(F)ccc4F)n3n2)CC1
  A = 2.2%; B = 1.2; C = 1.6%; D = 0.0%; E = 6.1; F = -8.2%; G = -0.2%

Among those listed so far, 3 contain two or more sulfur atoms:
Keys: A = Tb PYK inh; B = Cycloheximide cs; C = LmPK inh; D = Pf growth 96h; E = Shiga toxin inh; F = AMA1 RON2 block; G = Pf growth 48h
1	C=CCSc1nnc(NC(=O)c2ccc(S(=O)(=O)NCC3CCCO3)cc2)s1 (centres undefined)
  A = -0.1%; B = -0.5; C = -6.7%; D = ?; E = -22.9; F = -0.7%; G = -8.7%

32	COc1cc(/C=C2/C(=N)N3C(=NC2=O)SN=C3S(C)(=O)=O)ccc1OS(=O)(=O)c1ccc(C)cc1
  A = 2.2%; B = 5.1; C = -0.2%; D = 44.4%[activator]; E = -2.3; F = 17.3%; G = ?

41	COc1cc(/C=C2\C(=N)N3N=C(S(=O)(=O)CC(C)C)SC3=NC2=O)ccc1OC(=O)c1ccco1
  A = .; B = -0.7; C = 9.6%; D = ?; E = -5.2; F = .; G = -13.1%
